T cell modulator: modulates CD8 T cell binding to vesicles | 2C CD8+ T cell-vesicle binding, flow cytometry; hits give low values | calls only at 7 µM | 330,000 tested, 0.068% active | AID 2052;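 active = response, share of CD8 T cells binding vesicles, and their 90th percentile fluorescence all below set limits, cut at about 80% in these data, passing the limit was not always enough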
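System: murine 2C transgenic CD8+ T lymphocytes; also added: QL9-loaded Drosophila micro-vesicles; times: binding 1.5 h at 37 °C; measured by: flow cytometry, PE anti-B7-1 (FL2) versus Alexa647 anti-CD8 (FL8), PFA-fixed; control set: Peptide-free naked vesicles (low) and QL9 vesicles with 0.7% DMSO vehicle (high)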
human PMI inhibitors: MPI inhibition at elevated mannose 6-phosphate – biochemical, fluorescence intensity, high mannose 6-phosphate, primary screen (AID 1220). recombinant PMI enzyme, coupled fluorescence intensity; higher % means a stronger effect. 190,000 tested, 0.66% active. inhibition, % at 20 µM; hits with a dose series show IC50 in µM
bCat nuc transl: modulators of beta-catenin nuclear translocation; nuclear translocation activity, % at 5 µM; HeLa beta-catenin nuclear translocation, immunofluorescence imaging; AID 1665; 190,000 tested, 0.3% active;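 active = nuclear translocation activity above 50% at 5 µM, with a well cell count of 50 or more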;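 note: per-cell ratio of nuclear to cytoplasmic median beta-catenin stain intensity; plate controls were DMSO negative control for no effect and GSK-3 inhibitor IX positive control for full effect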
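test system = HeLa cells, endogenous beta-catenin | dosing = single 5 µM dose plus 0.02–20 µM confirmation series | times = compound treatment 24 h, 37°C, 5% CO2 | technique = beta-catenin immunofluorescence imaging with DAPI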
TNAP activation fold: stimulation of alkaline phosphatase TNAP activity – biochemical, luminescent, no phosphate acceptor, uHTS, primary screen (AID 1001) | purified TNAP, luminescent activation assay, no phosphate acceptor; higher activation fold means a stronger effect | one-dose activation fold at 20 µM; EC50 in µM for titrated hits | 200,000 tested, 0.03% active; in the data active = activation fold from about 3, or a potency from the dose series; inactive = the rest, 99 in 100 with activation fold below about 1.6; note: many of its hits are not listed in these tables
Insulin prom up: MIN6 insulin promoter up-regulation | MIN6 insulin promoter-GFP reporter, high-content imaging; hits give high values | z-score at 5 µM | 190,000 tested, 0.3% active;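 active = z-score above 3 at 5 µM with at least 500 cells counted in the well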
human PMI inhibition: inhibitors of human PMI, primary screen, biochemical, fluorescence intensity, coupled assay (AID 1209); purified PMI enzyme, coupled fluorescence intensity; higher % means a stronger effect; inhibition, % at 20 µM; hits with a dose series show IC50 in µM; 190,000 tested, 0.42% active;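 note: plate controls were DMSO vehicle for no effect and wells lacking substrate for full effect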
Lipid droplet: modulators of hepatic lipid droplet formation; AML12 mouse hepatocytes, oleate lipid droplets, BODIPY imaging; inhibition, % at 6.5 µM; 240,000 tested, 0.4% active; AID 1656;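 active = lipid droplet intensity inhibited by at least 50%, with more than 500 cells counted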
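Test system: AML12 mouse liver cells; schedule: overnight exposure; technique: high-content imaging of BODIPY-stained droplets and DAPI nuclei; read-out: % inhibition of corrected integrated BODIPY droplet signal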
Autophagy HCS: autophagy modulation, high-content screen; MEF GFP-LC3 puncta imaging; test concentration mostly 10 µM; calls only at 10 µM (by protocol); 190,000 tested, 0.98% active; AID 463193;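 active = percentage of spot-positive cells more than 3 SD above its plate mean, without a fluorescence outlier flag or 80% toxicity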;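 note: spot-positive cell cutoff set from DMSO-treated cells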
MT stabilize HCS: stabilizes microtubules in HeLa cells; HeLa tubulin immunostaining HCS, 24 h; share of cells brighter than vehicle mean+2SD; 200,000 tested, 0.83% active; % tubulin-high responders, % at 10 µM;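 active = plate Z-score above 3 for both tubulin-high and condensed-nucleus cell shares, with cell loss under 80%, at 10 µM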;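 note: anti alpha tubulin signal scored within the nucleus-defined area of each cell; some results filed as inactive read as strong as hits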
Insulin prom up cell count: recorded beside Insulin prom up, whose call it bears; cell count; measured here: cytotoxicity, nuclei count;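 total cells summed across four imaged fields per well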
Lipid droplet cells 6.5 µM: recorded beside Lipid droplet, whose call it bears; cell count; measured here: cell count, cytotoxicity flag;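 cells counted across two imaged fields per well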
bCat nuc transl cell count 5 µM: further read-out of bCat nuc transl, marked with its call; cell count; measured here: cell count, cytotoxicity flag
T cell modulator vesicle-bound %: further read-out of T cell modulator, marked with its call; double positive events, %; measured here: CD8+ vesicle-bound cell fraction;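 binding gate set so that unloaded-vesicle control wells show 10% double positive cells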
MT stabilize HCS Hoechst-high %: second read-out of MT stabilize HCS, no call of its own (marks repeat the call); % Hoechst-high responders; measured here: nuclear condensation Hoechst responders;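 share of cells brighter than vehicle mean plus two SD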
MT stabilize HCS cytotoxicity %: also measured in MT stabilize HCS; calls as there; toxicity, %; measured here: cytotoxicity by cell density;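 0% = mean cell density of plate MIN control wells and 100% = no cells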
Autophagy HCS cell loss 18 h: also measured in Autophagy HCS; calls as there; toxicity, %; measured here: cell loss, nuclei count;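 cell loss after 18 h compound exposure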
* = called active by the depositor; i = inactive; . = no result given. Cut-off read from the data, not from the text of the source, unless noted: active = inhibition above about 50%; inactive = the rest. This is a random part of the collection; overall some 2.9% were active at least once.

Fields: MT stabilize HCS, bCat nuc transl, Lipid droplet cells 6.5 µM, bCat nuc transl cell count 5 µM, Lipid droplet, T cell modulator vesicle-bound %, MT stabilize HCS cytotoxicity %, MT stabilize HCS Hoechst-high %, Insulin prom up, human PMI inhibitors, human PMI inhibition, T cell modulator, Autophagy HCS, TNAP activation fold, Insulin prom up cell count, Autophagy HCS cell loss 18 h
- CCCCNC(=O)CCC(=O)Nc1ccc2nc(N3CCCCC3)cc(C)c2c1
    2.2, -3.4, 718, 1100, -1, 11, 5.9, 2.6, -0.37, 16%, 6%, i, i, 1.1, 1375, 2
- CCSc1nc(C)nc2sc(C)c(C)c12
    ., -1.5, 670, 1245, 7, 6, ., ., -0.29, ., ., i, ., ., 1015, .
- Oc1ccc(N=Cc2c(O)ccc3ccccc23)cc1
    ., -1.5, 865, 1244, 10, 18, ., ., -0.18, ., ., i, ., ., 976, .
- CCOC(=O)c1cc(CC)sc1NC(=O)c1cc(OCC)c(OCC)c(OCC)c1
    2.1, 0.9, ., 1375, ., 26, 4.2, 1.5, -0.66, 7%, 8%, i, i, 1.1, 1036, 3
- CCc1ccc(NC(=O)CSc2nnc(Cc3cccn3C)n2-c2ccc(OC)cc2)cc1
    5.0, -0.8, 591, 1102, -8, 66, 9.1, 3.0, -1.1, 5%, 11%, i, ., 1.2, 1850, .
- CCOCc1nnc(NC(=O)COC)s1
    2.9, -2.6, ., 848, ., 27, 1.6, 2.4, -1, -16%, -12%, i, i, 1, 1080, 12
- CC1CN(c2cc(-c3ccccc3)c3ccccc3n2)CC(C)O1 (stereo not given)
    1.1, ., 771, ., -19, 32, 8.4, 1.5, 0.05, 7%, 10%, i, i, 1, 942, -8
- Cc1nc(C)c(C(=O)Nc2ccc(C)c(F)c2)o1
    3.5, -0.7, 644, 1052, -1, 24, 5.5, 2.4, 0.13, -24%, -15%, i, i, 1, 1230, 2
- CCN(CC)c1ccc(/C=N\NC(N)=O)cc1
    7.1, -0.1, 698, 928, -11, 13, 4.4, 1.1, 0.3, 11%, 13%, i, i, 1, 1438, 3
- COC(=O)CCSc1cc([N+](=O)[O-])cc2c1c(C1OCCO1)nn2-c1ccccc1
    4.1, -2.6, 658, 1118, 0, 32, 2.3, 1.9, 0.49, 17%, 10%, i, i, 1.3, 1448, 9
- O=C(O)CCN1C(=O)/C(=C/c2ccc(-c3nc4ccccc4s3)o2)SC1=S
    1.7, -1.5, ., 1003, ., 43, 3.9, 2.2, 0.33, 55%*, 29%, i, i, 0.7, 1538, -2
- CCO/C(C)=C1\N=C(c2ccc(Cl)cc2)OC1=O
    3.9, 1.3, ., 1333, ., 52, 9.8, 1.8, 0.85, -18%, -14%, i, i, 1.2, 1503, -4
- CCOC(=O)N1CCC(NC(=O)c2ccc(OC)c(CN3CC(=O)N4CCCC4C3=O)c2)CC1 (stereo not given)
    2.5, 0.8, 772, 1101, -2, 20, 1.0, 3.4, 0.74, 0%, 10%, i, i, 1.1, 1198, 3
- CC(=O)c1cccc(N2Cc3ccccc3C2=NC(=O)CCl)c1
    2.0, 1.5, 679, 1025, 0, 44, 2.8, 1.6, 0.77, -29%, -45%, i, i, 1, 1431, -26
- CCn1nc(C(=O)NNC(=O)COc2ccc(OC)cc2)c2ccccc2c1=O
    2.0, -0.8, 686, 962, 24, 7, 6.3, 2.4, -0.05, -9%, -9%, i, i, 2.6, 1277, -7
- COc1ccc(NC(=O)C/C(C)=N/NC(=O)C(=O)NC2CCCCC2)c(OC)c1
    5.2, ., 767, ., 3, 54, 9.7, 1.7, 1.6, 16%, 1%, i, i, 1.1, 1275, 0
- Cc1ccc2cc(CCNS(=O)(=O)c3ccc(F)cc3)c(=O)[nH]c2c1
    1.8, -0.9, 687, 1066, -3, 44, 8.0, 2.6, 0.18, 14%, 9%, i, i, 1.1, 1867, -5
- CC(=O)Nc1ccc(C(=O)OCC(=O)c2cccc([N+](=O)[O-])c2)cc1
    3.8, 0.0, 617, 975, -26, 48, 13, 1.4, ., 1%, -1%, i, i, 1, ., -7
- CCC1=C(OC(=O)N(CC)CC)N2C(=O)OC(=NCCc3c[nH]c4ccccc34)[C@]2(C)[C@H]2C1=CC[C@H]1C(=O)N(C)C(=O)[C@H]12
    ., 0.6, 626, 1160, 19, 47, ., ., -0.25, ., ., i, ., ., 867, .
- Cc1ccc(S(=O)(=O)NCCCCCC(=O)Nc2ccccn2)cc1
    1.8, 3.7, 774, 1127, 10, 52, 5.5, 1.2, ., 7%, 6%, i, i, 1, ., 2
- CCCOc1ccc(-c2nc(C#N)c(N3CCN(C)CC3)o2)cc1
    1.9, -2.2, ., 872, ., 16, 12, 2.3, -0.57, 4%, 4%, i, i, 1, 582, 11
- O=C(CCSCCc1ccccn1)Nc1ccc(Cc2ccncc2)cc1
    2.5, -0.9, 721, 1156, 0, 55, 13, 2.0, 0.29, -6%, -10%, i, i, 1.1, 1194, -5
- Cc1cccc(C)c1OC(=O)CSc1nnc(-c2ccccc2O)o1
    2.1, 0.1, 809, 929, -1, 24, 11, 2.3, 1.3, -6%, 2%, i, i, 1.1, 921, -8
- CCC(C)NC(=O)C1(C)CCC(=O)N1CCc1ccc(OC)c(OC)c1 (stereo not given)
    2.9, 0.8, 795, 1016, 4, 44, 5.5, 1.6, 0.2, 5%, 7%, i, i, 1, 1190, -3
- COc1ccc(CNC(=O)C(c2ccco2)N(C(=O)c2csnn2)c2cccc(C)c2C)cc1 (stereo not given)
    2.6, -1.7, 716, 1111, -12, 25, 10, 3.6, 0.15, 9%, 10%, i, i, 1.1, 1221, -2
- COC(=O)CSc1nnc(CNC(=O)c2cccs2)n1-c1cccc(C)c1
    1.8, -2.7, ., 993, ., ., 3.1, 1.2, -0.14, -3%, 0%, ., i, 1.1, 1636, -1
- O=C(OCn1nnc2ccccc2c1=O)c1cc2ccccc2o1
    ., -1.5, 726, 1195, 25, 18, ., ., -1.1, ., ., i, ., ., 1041, .
- N#Cc1c(N)c(C(=O)c2ccccc2)n2c1CCCC2
    2.6, 1.1, 670, 962, -11, 12, 4.6, 2.4, ., 5%, 10%, i, i, 1.1, ., -3
- CC(=O)C1C(c2ccc(C)cc2)c2c(n[nH]c2C)CC1(C)O (stereo not given)
    0.8, ., 786, ., 13, 39, 7.0, 0.7, ., 3%, 0%, i, i, 1, ., -4
- CSc1nc(-c2ccco2)nn1C(=O)c1ccc(C)cc1
    3.7, 1.2, 708, 1112, 10, 7, 7.7, 2.2, -0.84, 1%, 7%, i, i, 1, 1360, -8
- Cc1ccc(CC(=O)N2CC(C)OC(C)C2)cc1 (stereo not given)
    2.5, -2.4, ., 1250, ., 40, 1.0, 0.9, 0.66, 1%, 3%, i, i, 1.1, 1542, -1
- CN1/C(=C\C(=O)COC(=O)c2ccccc2O)C(C)(C)c2ccccc21
    ., 0.1, 700, 1300, -1, 60, ., ., -0.68, ., ., i, ., ., 777, .
- COc1cc(C)c(S(=O)(=O)Nc2ccccc2F)cc1C
    1.8, 0.7, 731, 839, 2, 38, 36, 2.6, 0.55, 1%, 20%, i, i, 1.1, 1175, 1
- O=C(CSc1cccc[n+]1[O-])NCCCc1ccccc1
    4.4, 2.0, 711, 1092, 4, 57, 9.3, 2.3, 0.29, 4%, 1%, i, i, 1, 1598, 0
- N/C(Cc1ccc([N+](=O)[O-])cc1)=N\OC(=O)c1ccco1
    3.3, 1.2, 772, 1017, 11, 28, 9.1, 1.2, -0.21, 2%, -5%, i, i, 1, 1450, -17
- CCOC(=O)C1(Cc2ccc(Cl)cc2)CCN(C(=O)C2=NNC(=O)CC2)CC1
    3.0, -1.0, 717, 944, -1, 21, 6.1, 2.0, 0.49, 5%, 7%, i, i, 1, 1593, 6
- O=C1C2C3CCC(C3)C2C(=O)N1c1ccc(OS(=O)(=O)c2ccccc2)cc1 (stereo not given)
    2.2, -4.7, 680, 1123, 10, 42, 8.0, 2.3, 0.54, 3%, 2%, i, i, 1.1, 1601, 2
- COc1cccc(CNC(=O)CCC2CCCN(C(=O)c3cc(C)[nH]n3)C2)c1 (stereo not given)
    2.5, -1.0, 639, 926, -7, 33, 8.0, 1.8, -0.04, 4%, 4%, i, i, 1, 1649, -19

Some of the entries so far, as labelled records:
compound: Oc1ccc(N=Cc2c(O)ccc3ccccc23)cc1
  MT stabilize HCS: .
  bCat nuc transl: -1.5
  Lipid droplet cells 6.5 µM: 865
  bCat nuc transl cell count 5 µM: 1244
  Lipid droplet: 10
  T cell modulator vesicle-bound %: 18
  MT stabilize HCS cytotoxicity %: .
  MT stabilize HCS Hoechst-high %: .
  Insulin prom up: -0.18
  human PMI inhibitors: .
  human PMI inhibition: .
  T cell modulator: i
  Autophagy HCS: .
  TNAP activation fold: .
  Insulin prom up cell count: 976
  Autophagy HCS cell loss 18 h: .
compound: CCOC(=O)c1cc(CC)sc1NC(=O)c1cc(OCC)c(OCC)c(OCC)c1
  MT stabilize HCS: 2.1
  bCat nuc transl: 0.9
  Lipid droplet cells 6.5 µM: .
  bCat nuc transl cell count 5 µM: 1375
  Lipid droplet: .
  T cell modulator vesicle-bound %: 26
  MT stabilize HCS cytotoxicity %: 4.2
  MT stabilize HCS Hoechst-high %: 1.5
  Insulin prom up: -0.66
  human PMI inhibitors: 7%
  human PMI inhibition: 8%
  T cell modulator: i
  Autophagy HCS: i
  TNAP activation fold: 1.1
  Insulin prom up cell count: 1036
  Autophagy HCS cell loss 18 h: 3
